# Screening results deposited in PubChem by several laboratories.
# zfTRPN1 agonist: zebrafish TRPN1 (NompC) channel agonism. HEK293 zebrafish TRPN1-YFP, Fluo-8 calcium fluorescence; 100% = response to 87 µM carbachol. activation, % at 3 µM. 220,000 compounds, 0.18% hits. AID 1424;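 active means activation above its plate's cutoff, the mean activation of test wells on that plate plus 3 SD, cut at about 19% in these data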;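 further: 0% = DMSO alone and 100% = 87 µM carbachol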
#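 Assay system: Zebrafish TRPN1-YFP in HEK293 cells | Incubation: Dye loading 1 h at 37 °C, then 30 min room temperature | Measured by: Kinetic Fluo-8 fluorescence, ex 470-495, em 515-575 nm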
# Runt-SMMHC FRET: inhibitors of human RUNX1 Runt domain binding to CBFb-SMMHC | Q01196+Q13951 | Cerulean-Runt/Venus-CBFb-SMMHC FRET ratio 530/480, 1 h | AID 1434 | 220,000 compounds, 0.74% hits | inhibition, % at 20 µM;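 active means mean inhibition across duplicate retests at 20 µM reaching about 50%, limit read from the data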;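 further: 0% = DMSO wells and 100% = wells with excess untagged CBFb-SMMHC; inhibitors lower the FRET ratio by blocking Runt binding to CBFb-SMMHC; some results filed as inactive read as strong as hits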
# TNF necrop inh: TNF-alpha cell death inhibition in Jurkat FADD-/- cells | Jurkat FADD-/- TNF necroptosis rescue, ATP luminescence, 24 h; 0 = TNF only, 100 = no-TNF cells | activation (protection from cell death), % at 10 µM | 220,000 compounds, 0.068% hits | AID 463075;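 active means activation, meaning protection from cell death, of at least 50% relative to plate controls; inactive means activation below 50%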;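 further: necroptosis triggered by 40 ng/mL TNF-alpha added together with compound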
# CHOP inh: CHOP inhibition in unfolded protein response. inhibition, % at 10 µM. 220,000 compounds, 3.8% hits. CHO-K1 CHOP-promoter luciferase, tunicamycin-induced, 15-18 h. AID 2732;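 active means compounds that reduced the stress-induced luciferase reporter signal by more than about 70% of percent inhibition, limit read from the data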;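 further: 0% = tunicamycin plus vehicle and 100% = wells without tunicamycin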
# MDM2 E3 inh: blocks human Mdm2 ubiquitin ligase activity; AID 1230; Q00987; 210,000 compounds, 0.11% hits; signal enhancement, % at 5 µM; cell-based MDM2 ubiquitination luciferase reporter, 2 h; 0 = plate control, 100 = twice control, blank-subtracted;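 active means signal enhancement of 30% or more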;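 further: luminescence tracks abundance of the self-degrading MDM2-luciferase fusion protein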
#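 Test system: stable mammalian line carrying autodegrading MDM2–luciferase fusion reporter; quantity: 2000 cells in each well; times: 4 h cell settling then 2 h compound exposure, 37 °C; detection: luminescence with SteadyLite reagent, 15 min at room temperature; evaluation: percent signal gain over controls, blank-subtracted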
# TRPML3 agonist: activates the human TRPML3 channel; HEK293 TRPML3-YFP, Fluo-8 calcium fluorescence; 100% = the carbachol control signal; activation, % at 3 µM; 220,000 compounds, 0.29% hits; Q8TDD5;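 active means activation above its plate's cutoff, the mean activation of the plate's test wells plus 3 SD, cut at about 12% in these data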;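 further: 0% = DMSO only wells and 100% = carbachol wells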
# Target sequence (Q8TDD5 whole entry, looked up): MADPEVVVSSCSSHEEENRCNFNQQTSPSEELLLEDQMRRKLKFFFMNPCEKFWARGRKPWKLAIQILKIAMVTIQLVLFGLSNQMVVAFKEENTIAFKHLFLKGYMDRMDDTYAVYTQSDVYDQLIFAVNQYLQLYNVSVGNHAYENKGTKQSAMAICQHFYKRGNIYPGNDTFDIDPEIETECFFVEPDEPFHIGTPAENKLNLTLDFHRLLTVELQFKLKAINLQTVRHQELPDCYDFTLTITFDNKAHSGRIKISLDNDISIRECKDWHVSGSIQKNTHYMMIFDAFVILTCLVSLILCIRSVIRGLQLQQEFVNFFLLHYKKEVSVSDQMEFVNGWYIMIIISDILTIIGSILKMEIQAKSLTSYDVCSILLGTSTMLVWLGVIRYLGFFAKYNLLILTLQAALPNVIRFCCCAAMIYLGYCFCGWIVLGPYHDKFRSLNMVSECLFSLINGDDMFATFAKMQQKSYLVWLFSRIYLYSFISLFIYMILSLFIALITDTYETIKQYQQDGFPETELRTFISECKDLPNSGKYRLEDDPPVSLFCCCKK
#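 Test system: HEK293 cells stably carrying human TRPML3-YFP; Doses: single dose, 3 µM final nominal compound, 0.3% DMSO final; Schedule: dye loading 1 h 37 °C then 30 min ambient, 125 s read; Technique: Fluo-8 calcium fluorescence; Benchmarks: high control carbachol 87 µM, low control DMSO.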
# EBV gp42 inh: inhibitors of Epstein-Barr virus glycoprotein 42; 220,000 compounds, 0.42% hits; inhibition, % (tested at 21.74 µM); Fluorescence polarization binding assay, mP read-out; Q1HVG2; in the data active means inhibition above about 50%
# p47phox inh: p47phox (human) inhibition. inhibition, % at 24.7 µM. 220,000 compounds, 0.53% hits. p47phox/p22phox peptide binding, fluorescence polarization, 2 h. P14598;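 active means inhibition above about 30%, limit read from the data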;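 further: 0% = p47phox with labelled peptide and 100% = labelled peptide alone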
# Target sequence (P14598 whole entry, looked up): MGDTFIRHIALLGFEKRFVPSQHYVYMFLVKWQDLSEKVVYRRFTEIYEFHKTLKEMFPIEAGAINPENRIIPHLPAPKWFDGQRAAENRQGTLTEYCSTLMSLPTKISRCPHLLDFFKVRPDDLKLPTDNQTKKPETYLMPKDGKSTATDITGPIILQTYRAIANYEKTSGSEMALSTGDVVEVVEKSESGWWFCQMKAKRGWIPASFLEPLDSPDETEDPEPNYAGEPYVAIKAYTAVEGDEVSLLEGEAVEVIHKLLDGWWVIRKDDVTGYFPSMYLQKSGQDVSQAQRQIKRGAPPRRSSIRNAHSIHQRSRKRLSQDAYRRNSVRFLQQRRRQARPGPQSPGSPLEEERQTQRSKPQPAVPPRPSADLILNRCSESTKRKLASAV
# PPC-1+TRAIL kill: PPC-1 cancer cell killing with TRAIL present. PPC-1 cells + TRAIL, ATPLite viability luminescence. cell killing (% activity), % at 4 µM. 220,000 compounds, 0.41% hits. AID 1443;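 active means cell killing above 50% in the first pass at 4 µM, then a duplicate retest at 5 µM averaging 50% or more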;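 further: plate controls were cells with TRAIL plus DMSO for no effect and medium-only wells lacking cells for full effect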
# * marks the source's active call; other numbers are inactive results; x = not tested or not shown; [ ] = another dose, or the depositor's remark.
# A first look (6 entries):
cpd	Molecule	Runt-SMMHC FRET	zfTRPN1 agonist	TNF necrop inh	CHOP inh	TRPML3 agonist	MDM2 E3 inh	EBV gp42 inh	PPC-1+TRAIL kill	p47phox inh
1	FC(F)(F)c1cc(CCN2C(=S)NC[C@@H]2c2ccccc2)cc(C(F)(F)F)c1	-2	x	-5.2	27	x	6	-12	17	-15
2	CCN(c1ccccc1)S(=O)(=O)c1cc(NC(=O)CSc2n[nH]c(=O)[nH]c2=O)ccc1Cl	0	2.8	1.1	-19	1.1	-3	-5	-20	-8
3	CC(C)C1Oc2ccccc2N(CC(=O)NCCCN2C(C)CCCC2C)C1=O (configuration not stated)	4	0.0	0.8	-3	0.7	1	-11	3	-7
4	O=C(/C=C/c1ccc2c(c1)OCO2)N1CCN(c2ccccc2F)CC1	-2	-0.7	0.5	-31	0.1	-11	-1	11	1
5	COc1cc(C)ccc1OCCCCOc1ccccc1C(C)=O	1	2.6	0.3	55	1.6	-7	-13	24	-4
6	CCOC(=O)c1c(C)c(C(=O)N2CCN(c3cccc(Cl)c3)CC2)c(C)n1C	-3	-1.0	1.2	66	-0.4	-13	-11	18	-6

# Results, previewed entries included:
cpd	Molecule	Runt-SMMHC FRET	zfTRPN1 agonist	TNF necrop inh	CHOP inh	TRPML3 agonist	MDM2 E3 inh	EBV gp42 inh	PPC-1+TRAIL kill	p47phox inh
1	FC(F)(F)c1cc(CCN2C(=S)NC[C@@H]2c2ccccc2)cc(C(F)(F)F)c1	-2	x	-5.2	27	x	6	-12	17	-15
2	CCN(c1ccccc1)S(=O)(=O)c1cc(NC(=O)CSc2n[nH]c(=O)[nH]c2=O)ccc1Cl	0	2.8	1.1	-19	1.1	-3	-5	-20	-8
3	CC(C)C1Oc2ccccc2N(CC(=O)NCCCN2C(C)CCCC2C)C1=O (configuration not stated)	4	0.0	0.8	-3	0.7	1	-11	3	-7
4	O=C(/C=C/c1ccc2c(c1)OCO2)N1CCN(c2ccccc2F)CC1	-2	-0.7	0.5	-31	0.1	-11	-1	11	1
5	COc1cc(C)ccc1OCCCCOc1ccccc1C(C)=O	1	2.6	0.3	55	1.6	-7	-13	24	-4
6	CCOC(=O)c1c(C)c(C(=O)N2CCN(c3cccc(Cl)c3)CC2)c(C)n1C	-3	-1.0	1.2	66	-0.4	-13	-11	18	-6
7	Cc1nn(-c2ccccc2)c(Cl)c1C(=O)NC1CCCCC1	-4	-0.7	0.5	3	-0.4	-8	-25	8	0
8	COc1ccc([N+](=O)[O-])cc1NC(=S)Nc1ccccc1	2	0.3	-1.7	15	0.1	-96	-8	-5	-3
9	CCOc1ccc2c(c1)C(c1ccccc1)=NNC(c1ccccc1)=N2	-5	-1.0	-0.8	50	-1.1	x	-11	17	-8
10	Cc1cc(N/N=C/c2cccc(Br)c2)nc2ccccc12	-10	-1.3	2.3	53	0.7	-12	2	11	0
11	COc1cc(OC)c(OC)cc1/C=C1/C(=O)N=C(N)N1C	-2	0.1	-1.0	0	-0.2	-8	-8	12	-22
12	COc1ccc(-c2nnc(SCc3nnc(-c4ccccc4)o3)n2C)cc1OC	2	0.3	-0.7	-2	0.8	-20	-19	-10	2
13	CC(=O)c1c(C)nn(-c2ccccc2)c1C	0	0.6	-1.5	0	0.8	-10	-13	0	-13
14	COc1ccccc1NS(=O)(=O)c1ccc(O)c(C(=O)OCC(=O)Nc2ccccc2F)c1	1	1.1	0.5	8	0.4	-6	0	19	-1
15	CCCCC(NC(C)=O)c1nc2ccccc2n1CCCC (configuration not stated)	-3	0.1	-0.4	5	0.5	-7	-17	19	-10
16	COC(=O)c1ccc(Cn2cc(Cl)cn2)o1	1	-0.6	11	7	0.2	-11	-5	0	2
17	CS(=O)(=O)N1CCN(c2ccccc2NC(=O)c2ccc(-c3ccc(Br)cc3)o2)CC1	-2	0.2	-5.9	-45	0.0	-9	-14	4	-38
18	O=C(CCc1nnc(CCc2ccccc2)o1)N1CCCCC1CCn1cccn1 (configuration not stated)	x	0.0	0.8	-19	0.0	5	-6	x	0
19	Cc1ccc(C(=O)Nc2nncs2)cc1S(=O)(=O)N1CCOCC1	1	1.0	-1.7	27	0.7	-16	9	3	-1
20	CCOCc1nnc(NC(=O)CSc2ccc(C)cc2)s1	4	-0.1	-0.2	13	-0.4	-4	-8	-17	1
21	Cn1c(N2CCN(c3ccccn3)CC2)nc2c1c(=O)n(Cc1ccc(Cl)cc1)c(=O)n2C	-7	4.1	-2.4	36	2.0	-6	3	9	-7
22	O=C(NCCCn1ccnc1)/C(=C/c1cccnc1)NC(=O)c1ccco1	-2	0.9	-1.0	10	1.4	-17	-2	4	-9
23	O=C(NC1CCS(=O)(=O)C1)c1ccccc1C(=O)c1ccccc1 (configuration not stated)	-1	0.3	0.2	4	1.0	1	-24	-2	-5
24	COC(=O)c1cccc(/C=N/NC(N)=S)c1O	84*	-2.0	-13	-13	-0.4	-13	-9	9	-13

# Shown with values under each structure: 2 of the compounds above.
# Values run as follows: Runt-SMMHC FRET | zfTRPN1 agonist | TNF necrop inh | CHOP inh | TRPML3 agonist | MDM2 E3 inh | EBV gp42 inh | PPC-1+TRAIL kill | p47phox inh
[16] COC(=O)c1ccc(Cn2cc(Cl)cn2)o1
→ 1 | -0.6 | 11 | 7 | 0.2 | -11 | -5 | 0 | 2
[17] CS(=O)(=O)N1CCN(c2ccccc2NC(=O)c2ccc(-c3ccc(Br)cc3)o2)CC1
→ -2 | 0.2 | -5.9 | -45 | 0.0 | -9 | -14 | 4 | -38

# The results go on:
cpd	Molecule	Runt-SMMHC FRET	zfTRPN1 agonist	TNF necrop inh	CHOP inh	TRPML3 agonist	MDM2 E3 inh	EBV gp42 inh	PPC-1+TRAIL kill	p47phox inh
25	Cc1ccc(-c2c(C)sc(=NC(=O)c3ccco3)n2C)cc1	3	-1.1	-1.8	32	-0.7	-12	-32	39[5 µM]	-6
26	COCCSc1nnc(NC(=O)C2CC(=O)N(c3ccc(C)cc3)C2)s1 (configuration not stated)	0	-1.0	-0.6	8	0.9	-7	-1	11	4
27	CC1CCCC(NC(=O)CSc2nccn2C)C1C (configuration not stated)	-3	1.7	0.0	-1	-0.6	-8	-33	-7	-7
28	COc1ccc(Oc2cc(Cl)nc(N)n2)cc1	-1	-1.4	-0.4	15	0.1	-6	5	0	-2
29	COc1ccc(-c2csc(NC(=O)c3cccs3)c2C(=O)O)cc1OC	-9	-0.2	1.2	8	0.7	5	-22	15	-12
30	Cc1[nH]n(-c2ccc(Cl)cc2)c(=O)c1/C=N/n1c(C)nc2ccccc2c1=O	0	1.3	0.1	26	1.0	7	-8	9	3
31	CCOc1ccc(NC(=O)CN(c2ccc(OC)cc2)S(C)(=O)=O)cc1	-1	-0.1	-1.7	-10	0.2	-17	24	9	4
32	CCN(CC)C(=O)c1ccc(/C=C/c2c[nH]c3ccccc23)[n+](C)c1	-205	2.9	0.3	-31	0.9	-12	-252	12	-79
33	Cc1ccc(OCc2ccc(C(=O)NN)o2)cc1C	-5	1.3	0.8	7	0.3	-10	2	-1	2
34	O=C(O)C1CSCN1S(=O)(=O)c1cccc2nsnc12 (configuration not stated)	0	x	x	37	x	-23	-11	0	3
35	COc1ccc(C(=O)N2CCCC(c3ccccc3)C2)cc1 (configuration not stated)	1	0.0	0.3	21	-0.1	-13	-16	2	-17
36	Cc1onc(-c2ccccc2)c1NC(=O)Nc1c(-c2ccccc2)noc1C	2	-2.3	0.0	30	-0.3	4	-4	-5	-4
37	COC(=O)CCC(=O)N1CCc2cc(S(=O)(=O)N3CCc4ccccc43)ccc21	0	1.3	1.1	16	0.5	x	-6	-4	-13
38	N#CC(c1ccc(Cl)cc1)c1ccc(Cl)nn1 (configuration not stated)	-2	-0.6	11	-17	0.0	-9	-20	10	-4
39	Cc1ccc2cc(CN(Cc3nnnn3C3CCCC3)C3CCCCC3)c(=O)[nH]c2c1C	1	1.9	1.2	19	0.4	-16	-19	17	-14
40	COc1cccc(NC(=O)CN(c2ccc([N+](=O)[O-])cc2)S(=O)(=O)c2ccccc2)c1	-2	-1.2	3.0	12	0.2	2	11	-2	-5
41	COc1cccc(NC(=S)NNC(=O)Cn2nc(C(F)(F)F)cc2C)c1	1	-0.7	0.2	1	0.7	0	-19	18	-13
42	C[C@@H]1CC=C[C@H]2[C@H]1C(=O)N(Cc1ccccc1)[C@H]2c1ccc(/C=C/c2ccccc2)cc1F	0	x	0.9	16	x	7	-7	5	-16
43	COc1ccc(C(=O)N2CCN(Cc3nc(CC4CC4)no3)CC2)cc1	2	-1.4	0.4	11	0.3	-10	-7	-20	2
44	COc1cc(/C=C/C(=O)OCC(=O)N2CC3(C)CC2CC(C)(C)C3)ccc1O (configuration not stated)	13	-1.4	1.1	-31	-0.8	-10	1	-9	2
45	CCc1ccc(NC(=O)CN2C(=O)CSC2=O)cc1	1	1.0	-2.2	-14	0.4	-3	-21	8	1
46	O=C(Nc1nc2ccc(F)cc2s1)C1=NN(c2ccccc2)C(=O)CC1	-1	1.0	2.1	-18	1.1	-4	-12	8	-13
47	CCc1nnc(NC(=O)CCC(=O)N2CCCC2)s1	1	-0.2	-1.8	-1	0.9	-6	7	13	90*
48	CN1/C(=C\C=C2/SC(=S)NC2=O)C(C)(C)c2ccccc21	-108	33*	-7.5	49	19*	-20	-155	34	-234
49	CC(C)(C)NC(=O)NC(=O)CSc1nnc(-c2ccccc2F)n1N	-3	-0.8	-0.6	-28	1.1	-15	-10	11	4
50	O=C(CCCOc1ccccc1)Nc1ccc(S(=O)(=O)N2CCOCC2)cc1	2	1.9	0.5	5	1.3	16	-15	-6	-10
51	O=C1CSC(c2ccccn2)N1c1ccccc1 (configuration not stated)	-3	1.5	0.2	-5	0.6	-23	-15	-3	-1
52	N#Cc1nc(Cc2ccccc2)oc1NCCc1ccccc1	2	-1.8	-0.3	46	-0.5	-17	-8	-5	-18
53	CS(=O)(=O)N(Cc1ccccc1)c1ccccc1C(=O)Nc1ccccc1C(=O)NCc1ccco1	1	0.8	-0.9	23	0.6	-12	-21	5	-10
54	Cc1ccnc(NC(=O)Cn2ccc([N+](=O)[O-])n2)c1	1	2.9	3.3	32	0.9	-10	-15	-4	-17
55	O=C1NC(=Nc2ccccc2)S/C1=C\C=C\c1ccco1	-17	0.3	-3.8	87*	0.8	-9	-17	2	-54
56	Cc1nc(OCC(C)C)c2sc3nc4c(cc3c2n1)COC(C)(C)C4	1	3.3	0.9	2	0.6	-15	-6	12	-9
57	Cc1ccccc1Cn1ccc(NC(=O)c2cnn3c(C(F)(F)F)cc(-c4ccco4)nc23)n1	0	0.7	-6.6	56	-0.1	-10	4	-5	-16
58	O=C(NCCc1c[nH]c2ccccc12)C(=O)NCC1CCCO1 (configuration not stated)	3	0.5	1.0	10	0.1	-11	4	8	-9
59	CC(C)(C)n1nnnc1C(c1ccccn1)N(Cc1ccccc1)Cc1ccc(Cl)cc1 (configuration not stated)	1	-0.8	0.4	56	2.1	-17	-2	3	-17
60	NC(=O)COc1c(-c2ccccc2)oc2ccccc2c1=O	1	0.2	-0.9	-10	0.0	-9	16	-8	-142
